Screening results: PubChem, several laboratories
GPR55 LPI antagonism – GPR55 antagonists blocking LPI-driven arrestin recruitment, primary screen, imaging, U2OS, beta-arrestin-GFP, LPI agonist (AID 2013). U2OS GPR55 beta-arrestin-GFP translocation imaging, LPI antagonism; higher % means a stronger effect. inhibition, % at 10 µM; hits with a dose series show IC50 in µM. actives 0.13% (n = 290,000);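 active means spots per cell inhibited over 60%, with over 100 cells counted and total cytoplasm intensity under 500,000; inconclusive means wells with under 100 cells, flagged as likely toxic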;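 further: U2OS cells stably carrying GPR55 and arrestin-GFP stimulated by 5 µM LPI near EC80; imaged beta-arrestin-GFP aggregate spots per cell after agonist stimulation; plate controls were LPI-stimulated DMSO wells for no effect and DMSO wells without LPI for full effect; some results filed as inactive read as strong as hits; confirmed hits need IC50 under 10 µM and bright autofluorescent wells are also inconclusive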
Large T inhibition – SV40 large T antigen inhibitors, biochemical (AID 1903) | SV40 large T antigen ATPase/helicase inhibition assay; higher % means a stronger effect | inhibition, % at 20 µM, or IC50 in µM where a hit was titrated | actives 0.39% (n = 310,000); in the data active means a potency from the dose series; inconclusive means inhibition mostly from about 32% at the one dose, without a potency; inactive means the rest, 99 in 100 with inhibition below about 32%; further: strong numbers were not always called active
UTI89 phage lysis – protection from phage-mediated lysis, alamar blue read-out – E. coli UTI89, K1F phage, bacterial capsule biogenesis inhibitors (AID 488966); actives 0.02% (n = 340,000); inhibition, % at 100 µM, or IC50 in µM where a hit was titrated; E. coli UTI89 K1F phage lysis, alamar blue, 2 h; higher % means a stronger effect;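 active means phage lysis inhibition, versus mean bacterial control, above a set limit; inconclusive means no clear call, values can overlap the other calls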;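 further: capsule biogenesis inhibitors block K1F phage lysis so surviving cells raise fluorescence; higher fluorescence means more inhibition of phage lysis; actives were called in the ten point dose series up to 300 µM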
RSV CPE inhibition – inhibition of RSV-induced cytopathic effect – HEp-2 cells, primary 10 µM value included (AID 2391) | actives 0.13% (n = 310,000) | HEp-2 cells, RSV-induced CPE inhibition; higher % means a stronger effect | CPE inhibition, % at 10 µM; hits with a dose series show IC50 in µM; in the data active means a potency from the dose series; inconclusive means CPE inhibition mostly from about 23% at the one dose, without a potency; inactive means the rest, 99 in 100 with CPE inhibition below about 21%; further: strong numbers were not always called active
Dengue-2 NS5 capping – flavivirus cap methylation enzyme inhibition – biochemical, confirmation dose response, primary screen (AID 588689); Dengue-2 NS5 methyltransferase capping enzyme assay, biochemical; higher % means a stronger effect; inhibition, % at 25 µM; hits with a dose series show IC50 in µM; actives 0.3% (n = 340,000); in the data active means a potency from the dose series; inconclusive means inhibition above about 29% without an active follow-up result
PhoP inhibition – inhibitors of PhoP regulon expression, primary screen, Salmonella Typhimurium, GFP reporter (AID 1863) | S. Typhimurium PhoP-regulated promoter GFP reporter, 4 h; higher % means a stronger effect | one-dose inhibition, % at 50 µM; IC50 in µM for titrated hits | actives 0.16% (n = 300,000);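 active means inhibition over 29.93%, a cutoff 3 SD above the screen mean, later confirmed by dose response; inconclusive means inhibition over 29.93% but no dose response follow-up; inactive means inhibition at most 29.93% or unconfirmed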;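 further: 0% = low Mg2+ inducing control and 100% = high Mg2+ repressing control; strong numbers were not always called active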
GPR35 antagonists – inhibition of zaprinast-stimulated GPR35 beta-arrestin translocation – imaging, U2OS, beta-arrestin-GFP, zaprinast agonist, primary screen (AID 2058). one-dose inhibition, % at 10 µM; IC50 in µM for titrated hits. U2OS GPR35 beta-arrestin-GFP translocation imaging, zaprinast antagonism; higher % means a stronger effect. actives 0.052% (n = 290,000);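 active means inhibition of at least 50% with at least 30 cells and total cytoplasm GFP at most 10,000,000; inconclusive means under 30 cells or total GFP of 10,000,000 plus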
Rac1 GTP hydrolysis – MgcRacGAP GTPase-activating activity inhibitors, confirmation, biochemical, ADP Hunter fluorescence; MgcRacGAP-stimulated Rac1 GTP hydrolysis, ADP Hunter fluorescence; higher % means a stronger effect; GST-tagged Rac1 F28L mutant substrate; inhibition, % at 30 µM; hits with a dose series show IC50 in µM; actives 0.6% (n = 340,000);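 active means first-screen hits whose inhibition reached a set limit at any dose in the follow-up dose series; inconclusive means inhibition above the set first-screen limit but never retested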;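 further: fluorescence reports GDP produced by GAP-driven GTP hydrolysis; strong numbers were not always called active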
HIV peptide binding – cell-free HIV fusion peptide-binding blockers – biochemical, uHTS, fluorescence dequenching, primary screen (AID 1986); inhibition, % at 20 µM, or IC50 in µM where a hit was titrated; actives 0.3% (n = 290,000); cell-free peptide binding, fluorescence dequenching, 30 min; higher % means a stronger effect; in the data active means inhibition mostly above about 52%, no sharp cut-off; inactive means mostly below about 76%; further: some results filed as inactive read as strong as hits
Dengue-2 NS5 capping pilot replicate – recorded beside Dengue-2 NS5 capping, whose call it bears; inhibition, %; measured here: pilot screen replicate inhibition
Active calls of the source: *; ? = inconclusive; / = not tested or not shown; [ ] = remark or other dose. Hits appear at their usual frequency. About 1.5% of those tested had a hit in this group.

SMILES	GPR55 LPI antagonism	Large T inhibition	UTI89 phage lysis	RSV CPE inhibition	Dengue-2 NS5 capping	PhoP inhibition	GPR35 antagonists	Rac1 GTP hydrolysis	HIV peptide binding	others
O=C(CCCN1C(=O)c2ccccc2C1=O)N1CCCCC1	3%	3%	0.1%	0.5%	/	6%	-9%	10%	1.7%
COc1cc2c(cc1OC)C(C)N(C(C)=O)CC2 (centres undefined)	-1%	5%	0.7%[50 µM]	-1.1%	-1%	12%	1%	8%	2.3%
Cc1ccccc1CSc1ncc(C#N)c(N)n1	0%	11%	0.3%	8.0%	-20%	-3%	0%	5%	-1.9%
O=C(CN(Cc1ccccc1F)C(=O)Cn1nnc(-c2cccs2)n1)NCC1CCCO1 (centres undefined)	14%	4%	2.4%	0.3%	-3%	5%	12%	3%	0.0%
O=C(Nc1nnc(COc2ccc(F)cc2)s1)c1cccs1	1%	2%	8.5%	9.3%	-4%	-4%	-11%	8%	3.3%
O=C(O)/C=C/C(=O)Nc1ccc2c(c1)C(=O)c1ccccc1C2=O	-20%	29%	3.7%[50 µM]	-1.5%	12%	-4%	3%	11%	5.4%
Cc1ccc(CNC(=O)c2ccccc2NS(=O)(=O)c2ccc(Cl)nc2)cc1	15%	21%	0.0%	1.4%	2%	-3%	-17%	2%	7.1%
O=C1NC(=O)/C(=C\c2ccc(Oc3ccc([N+](=O)[O-])cn3)cc2)S1	-8%	2%	1.1%[50 µM]	6.2%	10%	-1%	-5%	12%	3.6%
C=CCNC(=S)N1CCN(c2cc3c(cc2F)c(=O)c(C(=O)O)cn3CC)CC1	-1%	6%	1.8%	0.3%	-1%	/	-10%	8%	-0.5%
CCCCn1c(N)c(N(CCOC)C(=O)CCc2ccc(OC)cc2)c(=O)[nH]c1=O	-6%	3%	-4.7%	1.5%	-2%	-12%	15%	-8%	0.5%
c1ccc2c(c1)ncn2CCC1CCCCC1	2%	1%	0.3%	7.2%	-6%	16%	-17%	-2%	-1.4%
Cc1ccc(NC(=S)N(Cc2ccccc2)C(C)C)cc1	10%	7%	/	/	/	-1%	0%	/	-2.2%
Cc1c([N+](=O)[O-])c(C(=O)N2CCCC2)nn1C	-5%	2%	1.9%	1.8%	-5%	-6%	8%	9%	0.3%
CCCn1nnc(NC(=S)NC(=O)CC)n1	18%	8%	0.1%	2.1%	-16%	-2%	-11%	5%	2.8%
CN(C(=O)c1ccc(F)c(S(=O)(=O)N2CCOCC2)c1)C1CCCCC1	/	/	0.2%[50 µM]	1.8%	-2%	/	/	0%	/
N#C/C(=C\c1cccs1)C(=O)NCc1cccnc1	3%	14%	0.3%	1.7%	-1%	0%	10%	6%	0.4%
CCn1c(C)nc2cc(C(=O)N/N=C(\C)c3ccc(N4CCOCC4)cc3)ccc21	0%	9%	1.0%	2.9%	-3%	3%	-7%	0%	-1.3%
CN(c1ccc(Cl)cc1)S(=O)(=O)c1nnc(NC(=O)c2ccco2)s1	18%	15%	-0.1%	4.5%	12%	4%	-6%	20%	14%
O=C(C1CCN(S(=O)(=O)c2cc(Cl)ccc2Cl)CC1)N1CCCC1	3%	-1%	-0.2%	-0.2%	2%	6%	6%	2%	-0.4%
O=c1[nH][nH]c2nc(C(F)(F)F)cc(C(F)(F)F)c12	20%	6%	-0.8%	0.5%	-6%	-3%	-12%	5%	-1.2%
COc1ccc(N(CC(=O)NCC2CCCO2)C(=O)CCC(=O)Nc2cc(C)on2)cc1OC (centres undefined)	1%	10%	0.0%	0.9%	6%	-4%	-6%	3%	1.0%
COc1cc(C(=O)OC(C)c2ccc(F)cc2)ccc1OCC(=O)N1CCOCC1 (centres undefined)	/	/	0.2%[50 µM]	2.9%	-12%	/	/	6%	/
CN(C)S(=O)(=O)c1ccc(-c2csc(N/N=C/c3ccco3)n2)cc1	20%	15%	0.0%	14%	-11%	/	-5%	11%	2.6%
Cc1cccc(C)c1OCCCCc1c(C)n[nH]c1C	8%	15%	6.7%	6.8%	-10%	5%	-17%	4%	3.3%
CN(C)CCCN(C(=O)CCc1ccccc1)c1nc2ccc(F)cc2s1	15%	2%	9.8%	-0.3%	0%	-8%	0%	6%	-0.2%
Cc1ccc(Nc2nnc(-c3ccncc3)s2)c(Br)c1	12%	24%	0.7%[50 µM]	2.6%	3%	-6%	-1%	2%	-2.1%
Nc1nc(NCC(=O)O)nc(N2CCCCCC2)c1[N+](=O)[O-]	-4%	3%	-0.3%[50 µM]	0.9%	-7%	9%	6%	/	0.4%
CCn1nc(C(=O)NNC(=O)c2cc(Cl)ccc2OC)c2ccccc2c1=O	/	/	-0.3%	1.7%	-7%	/	/	5%	/
COc1ccc(S(=O)(=O)N2CCCCC2)cc1NC(=O)Cn1c(=O)cnc2ccccc21	16%	19%	-0.7%[50 µM]	2.9%	-8%	-3%	-6%	4%	0.6%
C/C(Cn1nc([N+](=O)[O-])cc1C)=N\NC(=O)c1cccc(Br)c1	4%	14%	0.2%	0.3%	-5%	2%	10%	5%	1.5%
CCOc1ccc(NC(=O)Cn2ncc3ccccc32)cc1	7%	1%	0.5%[50 µM]	1.1%	-2%	9%	-3%	7%	1.6%
CN(Cc1c(F)cccc1Cl)C(=O)c1ccc(COc2ccccc2)cc1	7%	13%	0.0%	21%	1%	-4%	0%	8%	0.3%
COCCNCC(=O)Nc1ccccc1Sc1ccccc1	-8%	16%	0.0%	0.5%	2%	4%	-5%	26%	2.8%
CC(C)n1cc(C(=O)c2ccccc2O)cc(C#N)c1=O	-2%	6%	0.2%	4.9%	-6%	-3%	10%	0%	-0.9%
Cc1cc(N2CCOCC2)n2cc(-c3ccccc3)nc2n1	16%	3%	0.1%	1.5%	-7%	-6%	10%	5%	-1.5%
CC(C)C(NC(=O)CN1C(=O)c2ccccc2C1=O)c1ccccc1 (centres undefined)	5%	-1%	3.5%[50 µM]	0.6%	-3%	5%	-19%	6%	1.9%
CCOC(=O)c1cnc(Cc2ccccc2)[nH]c1=O	0%	4%	0.2%	1.2%	-2%	23%	8%	10%	0.9%	Dengue-2 NS5 capping pilot replicate=5.8
Cc1ccccc1CC1(CO)CCCN(C(=O)c2cccc(Cl)c2)C1 (centres undefined)	6%	16%	0.2%	10.0%	5%	-1%	13%	4%	0.1%
Nc1nc(Cl)nc2ccc(Br)cc12	9%	4%	-0.1%	5.0%	-13%	-7%	-1%	7%	5.8%
COc1cc(/C=C/c2nc3ccccc3s2)cc(OC)c1O	-13%	36%	0.2%	3.3%	-14%	8%	-4%	?	11%
CC(C)(C)OC(=O)N/N=C\c1cccnc1	26%	6%	-1.7%	1.6%	-2%	-1%	8%	3%	2.5%
Cc1cc(C)c2[nH]c(=O)c(CN(CC3CCCO3)C(=O)C3CCCO3)cc2c1 (centres undefined)	6%	22%	5.1%	1.9%	-4%	-8%	20%	-1%	-1.2%
O=C(Oc1ccccc1)c1cc2ccccc2o1	3%	-2%	2.7%	-0.9%	-3%	12%	-18%	12%	3.1%
CCOC(=O)C1=C(C)N(c2ccccc2)C(=O)C1CC(=O)O (centres undefined)	15%	11%	4.1%	1.8%	-9%	4%	7%	6%	2.1%
Cn1c(=O)c2c(nc(Oc3ccc4c(c3)OCO4)n2Cc2ccc(F)cc2)n(C)c1=O	4%	1%	0.0%	-1.4%	-6%	2%	3%	8%	1.4%
CN(CC(=O)Nc1ccc(F)cc1)C(=O)c1cc(-c2ccco2)nc2ccccc12	/	30%	-1.2%[50 µM]	1.6%	0%	0%	/	10%	/
Cc1nnsc1-c1nnc(SCC(=O)c2ccccc2)n1C1CC1	0%	5%	0.2%	2.0%	-8%	-8%	-1%	9%	0.0%
CC1=CC(C)(C)N2C(=O)C(=O)c3cc(OC(=O)c4ccco4)cc1c32	-3%	10%	/	6.5%	/	-5%	0%	/	-2.5%
COc1ccc(NC(=O)N2CCCC(C(=O)Nc3ccccc3OC)C2)cc1 (centres undefined)	16%	4%	-0.6%	1.0%	-7%	-2%	-4%	3%	0.9%
O=C(CSc1nnc(CNC(=O)c2c(F)cccc2F)o1)c1ccccc1	-8%	-1%	0.0%	1.0%	-4%	-5%	0%	3%	-0.5%
Cc1ccc(S(=O)(=O)NCc2ccc(C(=O)N(C)CCC#N)cc2)cc1	9%	5%	1.0%	/	3%	-1%	11%	13%	-0.8%
CCOC(=O)C1(CCCc2ccccc2)CCN(C(=O)CCC2=NNC(=O)CC2)CC1	1%	-10%	-0.1%	0.9%	-4%	9%	3%	5%	-0.3%
COc1ccc(CN(C#N)c2nc(C)cc(C)n2)cc1	25%	10%	-1.0%	5.8%	-10%	-1%	7%	7%	-1.0%
CCN(CC)c1ccc(NC(=O)C2CC(=O)N(Cc3ccccc3)C2)cc1 (centres undefined)	-3%	14µM*	0.7%	2.6%	-1%	11%	-14%	?	-2.7%
COc1ccc(NS(=O)(=O)c2ccc(N/N=C/c3ccc(N4CCOCC4)cc3)c([N+](=O)[O-])c2)cc1	6%	13%	-0.1%	4.0%	-3%	5%	-9%	8%	0.8%
CCOc1nc(-c2ccccc2)ccc1-c1noc(-c2cccs2)n1	15%	-4%	-0.1%	1.3%	-5%	11%	-2%	1%	3.4%	Dengue-2 NS5 capping pilot replicate=-1.2
O=C(COc1ccccc1)Nc1cccc(-c2nnc(-c3ccccc3)o2)c1	2%	/	-0.2%	0.2%	-2%	/	0%	10%	-1.6%
CCOC(=O)C1CCN(CC(C)(C)NS(=O)(=O)c2ccccc2)CC1	-2%	0%	0.1%	1.1%	-6%	4%	-6%	15%	1.3%
CC(=O)N1CCN(c2ccc(Oc3ccc([N+](=O)[O-])c(C(F)(F)F)c3)cc2)CC1	5%	16%	-0.4%	1.8%	-7%	1%	-6%	5%	-2.4%
Cc1cc(=O)[nH]c(SCC(=O)Nc2c(C)n(C)n(-c3ccccc3)c2=O)c1C#N	/	/	0.6%[50 µM]	0.4%	0%	/	/	7%	/
COc1ccc(CCNC(=O)C2CCN(C(=O)c3ccc(F)cc3)CC2)cc1OC	-1%	11%	0.3%	0.9%	-2%	-7%	5%	8%	-0.2%
